# ROC1-CUL1 inh: blocks human RBX1-Cullin-1 di-ubiquitin formation | inhibition, % at 10 µM | P62877+Q13616 | in vitro K48 di-Ub FRET, acceptor:donor ratio, 45 min | 140,000 tested, 0.6% active; in the data active = inhibition above about 25%
# Target sequence (P62877 whole entry, looked up): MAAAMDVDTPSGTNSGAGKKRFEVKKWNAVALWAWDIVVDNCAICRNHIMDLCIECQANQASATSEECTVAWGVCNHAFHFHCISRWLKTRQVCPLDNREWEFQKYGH
# Target sequence (Q13616 whole entry, looked up): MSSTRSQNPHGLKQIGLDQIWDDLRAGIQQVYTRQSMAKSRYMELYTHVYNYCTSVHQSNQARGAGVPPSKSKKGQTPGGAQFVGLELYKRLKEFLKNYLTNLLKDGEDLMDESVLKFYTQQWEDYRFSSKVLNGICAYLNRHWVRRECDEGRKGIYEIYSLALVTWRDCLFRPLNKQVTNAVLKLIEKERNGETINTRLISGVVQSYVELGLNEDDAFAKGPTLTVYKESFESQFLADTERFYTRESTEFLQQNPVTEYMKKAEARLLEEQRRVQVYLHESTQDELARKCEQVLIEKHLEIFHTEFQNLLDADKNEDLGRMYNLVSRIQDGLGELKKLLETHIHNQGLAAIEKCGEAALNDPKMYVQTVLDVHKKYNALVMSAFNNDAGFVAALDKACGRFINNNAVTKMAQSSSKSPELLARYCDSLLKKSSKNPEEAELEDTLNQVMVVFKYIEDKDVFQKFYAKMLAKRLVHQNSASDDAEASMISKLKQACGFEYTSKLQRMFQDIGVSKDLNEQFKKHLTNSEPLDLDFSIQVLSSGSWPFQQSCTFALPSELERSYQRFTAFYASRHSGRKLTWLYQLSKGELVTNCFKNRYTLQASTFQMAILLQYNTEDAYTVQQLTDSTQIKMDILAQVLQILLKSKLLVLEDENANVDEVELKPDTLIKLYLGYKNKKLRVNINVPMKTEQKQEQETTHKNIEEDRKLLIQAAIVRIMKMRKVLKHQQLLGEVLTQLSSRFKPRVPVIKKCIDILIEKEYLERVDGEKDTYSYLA
# An asterisk follows results filed as active. A portion of the library; count on the stated rates, not on these rows.
SMILES,ROC1-CUL1 inh
Cc1nn(Cc2c(Cl)cccc2Cl)c(C)c1N,0
CCC(C)NC(=O)c1ccccc1NC(=O)CN(c1cccc(F)c1)S(C)(=O)=O (stereo not given),-2
O=c1c2sc3ccccc3c2n(Cc2cccc(C(F)(F)F)c2)c(=O)n1Cc1ccc(F)cc1,-7
COc1ccccc1C(=O)Nc1nnc(SCc2cc(=O)n3ccc(C)cc3n2)s1,1
COc1ccc(-c2c(C(F)(F)F)oc3c(CN4CCCC4)c(O)ccc3c2=O)cc1OC,-2
Cn1ncc2[nH]c(-c3ccc(-n4cncn4)cc3)nc21,7
CC(=O)Nc1c(C)nn(-c2ccccc2)c1N1CCC(C(=O)Nc2cccc(C(F)(F)F)c2)CC1,5
CC1(C)CC(=O)C(N=Nc2ccc3ncsc3c2)=C(O)C1,7
COC(=O)c1c(-c2cccc(C)c2)csc1NC(=O)c1cccnc1Cl,13
CCCn1c(SCCOc2ccccc2Cl)nnc1-c1ccncc1,1
S=c1sc2c(s1)SC1OCCOC1S2 (stereo not given),1
Cc1nn(C(=O)c2ccc(Br)cc2)c(C)c1S(=O)(=O)N1CCOCC1,3
Cc1cc(C(=O)Nc2ccc(F)cc2F)no1,2
CC(C)(C)c1ccc(C(=O)NC(=S)Nc2ccc(CN3CCOCC3)cc2)cc1,7
CC(=O)NC(=S)NNC(=O)COc1ccccc1,-6
O=C(Nc1cccc(-n2cccn2)c1)C1CCCN1C(=O)CCc1ccco1 (stereo not given),-2
CCCCN(C)C(=O)c1ccc2c(c1)N(Cc1ccc(F)cc1)C(=O)c1ccccc1S2(=O)=O,-8
CCc1cccc(C)c1NC(=O)c1cc2ccccc2o1,-3
Nn1c(SCC(=O)c2ccc(Br)cc2)nc2sc(-c3ccccc3)cc2c1=O,-2
COc1cccc(CN2CCc3nc(SCC(=O)Nc4ccccc4)[nH]c(=O)c3C2)c1,3
COc1ccc(N2C(=O)NC(NS(=O)(=O)c3ccc(Cl)cc3)(C(F)(F)F)C2=O)cc1 (stereo not given),-3
Cc1ccc2c(=O)c(C(=O)c3cccc(Cl)c3)cn(CC(=O)NCc3ccccc3)c2n1,7
COc1cccc(NS(=O)(=O)c2ccc3c(c2)[C@H]2C=CC[C@H]2[C@@H](c2ccccc2Cl)N3)c1,3
CC(=O)Nc1ccccc1C(=O)OC(C(=O)c1ccccc1)c1ccc(Cl)cc1 (stereo not given),-11
Cc1cccc(-n2c(Cn3nc(C)c(Cl)c3C)n[nH]c2=S)c1,5
O=C1CC(=C(c2ccccc2)c2ccccc2)C(=O)N1CCCCN1CCN(c2ccc([N+](=O)[O-])cc2)CC1,-8
CC(=O)c1ccc(N2CCN(c3nc4c(S(=O)(=O)c5ccc(C)c(C)c5)nnn4c4ccc(Cl)cc34)CC2)cc1,8
c1ccc(-c2nc(CNCc3cccnc3N3CCOCC3)co2)cc1,2
O=C(NCC1(c2ccccc2)CCCC1)c1cc2ccccc2o1,3
COc1cc(NC(=O)CN(C)C)c(OC)cc1Cl,1
Cc1ccc(Cl)cc1NC(=O)C1CCCN(c2cnccn2)C1 (stereo not given),2
CN(C)c1ccccc1C(=O)N1CCCC(CO)(Cc2cccc(Cl)c2)C1 (stereo not given),1
COc1nnc(-c2ccccc2)s1,0
COc1cc(NC(=S)N2CCC(C(N)=O)CC2)c(OC)cc1Cl,2
COc1ccc(CNC(=O)c2cc3cccc4c3n2CC(C)S4)cc1 (stereo not given),0
OC(CSc1ncn[nH]1)c1ccccc1 (stereo not given),-6
C/C(=N\NC(=O)Cc1ccc(F)cc1)c1ccc(F)cc1,-4
Cc1ccc(NCCCCO)cc1C,-1
CSCCC(=O)N1CCC(n2nccc2NC(=O)CC(C)C)CC1,-11
CC(C)(C)C1=NS(N2CCOCC2)=NC(N2CCOCC2)=N1 (stereo not given),1

# No new results follow: 20 of the compounds above.
SMILES,ROC1-CUL1 inh
COc1ccc(N2C(=O)NC(NS(=O)(=O)c3ccc(Cl)cc3)(C(F)(F)F)C2=O)cc1 (stereo not given),-3
Cc1ccc2c(=O)c(C(=O)c3cccc(Cl)c3)cn(CC(=O)NCc3ccccc3)c2n1,7
COc1cccc(NS(=O)(=O)c2ccc3c(c2)[C@H]2C=CC[C@H]2[C@@H](c2ccccc2Cl)N3)c1,3
CC(=O)Nc1ccccc1C(=O)OC(C(=O)c1ccccc1)c1ccc(Cl)cc1 (stereo not given),-11
Cc1cccc(-n2c(Cn3nc(C)c(Cl)c3C)n[nH]c2=S)c1,5
O=C1CC(=C(c2ccccc2)c2ccccc2)C(=O)N1CCCCN1CCN(c2ccc([N+](=O)[O-])cc2)CC1,-8
CC(=O)c1ccc(N2CCN(c3nc4c(S(=O)(=O)c5ccc(C)c(C)c5)nnn4c4ccc(Cl)cc34)CC2)cc1,8
c1ccc(-c2nc(CNCc3cccnc3N3CCOCC3)co2)cc1,2
O=C(NCC1(c2ccccc2)CCCC1)c1cc2ccccc2o1,3
COc1cc(NC(=O)CN(C)C)c(OC)cc1Cl,1
Cc1ccc(Cl)cc1NC(=O)C1CCCN(c2cnccn2)C1 (stereo not given),2
CN(C)c1ccccc1C(=O)N1CCCC(CO)(Cc2cccc(Cl)c2)C1 (stereo not given),1
COc1nnc(-c2ccccc2)s1,0
COc1cc(NC(=S)N2CCC(C(N)=O)CC2)c(OC)cc1Cl,2
COc1ccc(CNC(=O)c2cc3cccc4c3n2CC(C)S4)cc1 (stereo not given),0
OC(CSc1ncn[nH]1)c1ccccc1 (stereo not given),-6
C/C(=N\NC(=O)Cc1ccc(F)cc1)c1ccc(F)cc1,-4
Cc1ccc(NCCCCO)cc1C,-1
CSCCC(=O)N1CCC(n2nccc2NC(=O)CC(C)C)CC1,-11
CC(C)(C)C1=NS(N2CCOCC2)=NC(N2CCOCC2)=N1 (stereo not given),1

# Later entries.
SMILES,ROC1-CUL1 inh
O=C(O)c1ccc(-n2c(/C=C\c3ccc(O)cc3)nc3ccccc3c2=O)cc1,-7
CCOC(=O)Cc1ccc(NC(=O)N2CCC(CN3CCC(C)CC3)CC2)cc1,-8
O=C(NCCc1ccccc1)c1ccc2c(c1)N(Cc1c(F)cccc1Cl)C(=O)CS2,0
COc1c(C)cccc1C(=O)Nc1ccccc1C(N)=O,-8
CN1CCN(c2ccc(NS(=O)(=O)c3ccc(N4CCCC4=O)cc3)cc2)CC1,2
COc1ccc(C2CC(=O)C(C=Nc3ccc(Cl)c(Cl)c3)C(=O)C2)cc1 (stereo not given),1
COc1ccc2cc(C(=O)OC(C)C)sc(=O)c2c1OC,-5
Cc1ccc(CN2C(=O)S/C(=C/c3ccccc3C)C2=O)cc1,4
COc1ccc(S(=O)(=O)N(CC(=O)Nc2ccc(Br)cc2)Cc2ccccc2)cc1,4
COc1cccc(CC(C2CCN(C(=O)C(C)c3ccccc3)CC2)N(C)C(=O)c2ccn(C)n2)c1 (stereo not given),2
C[C@@]12C(=O)OC(=O)[C@@H]1C1(COCc3ccccc3)CCC2O1 (stereo not given in full),-3
C/C(=N/NC(=O)c1ccco1)c1ccc(NC(=O)C(C)Oc2ccc(C)cc2Cl)cc1 (stereo not given),7
COc1ccc(-c2nc3c(c(SC)n2)Cc2c(CO)cnc(C)c2O3)cc1,-11
COc1ccc(-c2cc3nc(C)c(CCC(=O)NC(C)c4ccccc4)c(C)n3n2)c(OC)c1 (stereo not given),-14
CCn1ncc(NC(=O)Cn2ncc(N3CCOCC3)cc2=O)n1,-1
COc1cc2c(cc1OC)C(c1ccccc1)CC(=O)N2 (stereo not given),5
COC(=O)c1c(-c2ccccc2)[nH]c(-c2ccccc2)c1C(=O)OC,4
CC(=O)O[C@@H]1[C@@H](OC(C)=O)[C@H](Sc2nc3ccc(Br)cc3c(=O)n2-c2ccccc2)OC[C@H]1OC(C)=O,7
COc1cccc(CNC(=O)CCn2c(=O)c3cccn3c3cccnc32)c1,3
Cc1ccc(C)c(N2CCN(C(=O)c3csc4ccccc34)CC2)c1,6
CC(NC(=O)c1sc2nc(-c3ccc(F)cc3)ccc2c1N)c1ccccc1 (stereo not given),-6
C=CCCC(=O)NCc1cccnc1N1CCN(C)CC1,5
Cc1cc(Br)ccc1NC(=O)Cn1cnc2sc(C)c(S(=O)(=O)N3CCN(C)CC3)c2c1=O,-7
Cc1ccc(-c2onc(C)c2C)cc1S(=O)(=O)N1CCCCC1,7
CCN(CC)S(=O)(=O)c1c(OC)cc(C)c(Cl)c1C,6
OC(COC1CCCCC1)CN1CCOCC1 (stereo not given),3
O=C(CN1CCCCC1=O)NC1CCCN(CCc2ccccc2)C1 (stereo not given),-8
CCCOC(=O)c1ccc(NC(=O)C(CC)Oc2ccccc2)cc1 (stereo not given),12
O=C(c1cc(F)c(F)cc1Cl)N1CCN(c2ccccn2)CC1,7
COCCS(=O)(=O)c1ncc(CN2CCCC(O)C2)n1Cc1ccccc1 (stereo not given),-6
CCCNC(=O)C(=O)c1c[nH]c2ccccc12,3
Nc1nc2n(c1C(=O)NCC(=O)O)CCC2,-5
O=C(NC1(C(F)(F)F)C(=O)N=C2C1C(=O)NC(=O)N2c1ccccc1)c1ccccc1 (stereo not given),-1
CCOC(=O)c1[nH]c(C)c(CCC(=O)Nc2c(C)cc(C)cc2C)c1C,-2
O=C1c2ccccc2N(CCOc2ccccc2)C2=NCCN12,-6
CN1CCN(CC(=O)N2c3ccccc3C=Cc3ccccc32)CC1,1
CC(C)COc1ccc(-c2cc(C(=O)O)c3ccccc3n2)cc1,0
O=C(Nc1ccccc1Oc1c(F)c(F)c(Oc2ccccc2NC(=O)c2cccs2)c(F)c1F)c1cccs1,-1
COc1cccc(C(=O)NCC(c2ccc(N(C)C)cc2)N2CCCC2)c1OC (stereo not given),-2
O=C(OCc1ccccc1)c1ccc(O)c(O)c1,43*
CCOC(=O)c1c(C)oc2nc(C)nc(NCc3ccc(Cl)cc3)c12,0
COc1ccc(C(O)C2C(=O)NC(=S)NC2=O)c(C(=O)O)c1OC (stereo not given),-1
O=C(NCc1nc(NCCCc2ccccc2)c2ccccc2n1)c1ccccc1-c1ncc[nH]1,-4
C=CCOc1nc(N(C)C)nc(N(C)C)n1,4
COC(=O)c1cc(S(=O)(=O)NCC2CCN(Cc3ccc(C)cc3)CC2)cn1C,-3
CCC1=NN2C(=N)/C(=C/c3cccc(OS(=O)(=O)c4ccc(C)cc4)c3)C(=O)N=C2S1,4
OCCCN1CCN(C2=Cc3ccccc3Sc3sccc32)CC1,4
O=C(Nc1ccc2nn(-c3ccc(Cl)cc3)nc2c1)c1cc2ccccc2o1,5
COc1ccc(CN2CCC3(CC2)c2ccccc2[C@@H](NC(=O)c2cccs2)[C@@H]3OC)c(F)c1,2
COC(=O)CNc1nc(-c2ccc(Cl)c(Cl)c2)nc2ccccc12,-8
O=C1C2C3C=CC(CC3)C2C(=O)N1/N=C/c1ccc([N+](=O)[O-])cc1 (stereo not given),4
C=CCSC1=NC(=O)/C(=C/c2cccs2)S1,3
O=C(N/N=C1\CCCc2ccccc21)c1sc2ccccc2c1Cl,3
CCN(CC)c1ccc(/C=N/NC(=O)c2ccc(Br)cc2)c(O)c1,1
CCC1CN(C(=O)NCc2ccccc2)c2cc(C)ccc2O1 (stereo not given),4
CCc1[nH]nc2c1C(c1cc(OC)c(OC)c(OC)c1)C(C#N)C(=N)O2 (stereo not given),0
CCOc1cc(/C=N\NC(=O)CN2CCOCC2)cc(Cl)c1OCc1ccccc1F,19
CC1=NN(c2ccccc2)S2=C1C=C(c1ccccc1)S2 (stereo not given),-9
COc1c(S(=O)(=O)NNC(=O)c2c(C)nc3ccccn23)ccc(Cl)c1Cl,6
COc1ccc(C(=O)CSc2nc3sc4c(c3c(=O)n2-c2ccccc2)CCCC4)cc1,-2
# (listing goes on)
SMILES,ROC1-CUL1 inh
Cc1ccc2c(c1)c(CC(=O)Nc1ccc(C)c(F)c1)c(C(=O)O)n2C,-5
O=C(Nc1nnc(S(=O)(=O)N2CCCCC2)s1)c1ccc(F)cc1,-1
CC1(C)CC(NC(=O)c2cc(-c3ccccc3)nc3ccccc23)CC(C)(CNC(=O)c2cc(-c3ccccc3)nc3ccccc23)C1 (stereo not given),-1
CCOCCCN1C(=O)C(=O)C(C(C)=O)C1c1cccs1 (stereo not given),2
COC(=O)c1ccccc1NC(=O)Cn1c(=O)n(CCC(=O)NCc2ccc3c(c2)OCO3)c(=O)c2ccccc21,-4
O=C(N/N=C/c1ccccc1)c1cccc(Cl)c1,2
CCSc1nc(N)c2c3c(sc2n1)COC(C(C)C)C3 (stereo not given),2
CC1=C(C(=O)O)N2C(=O)C(NC(=O)c3cnn(C)c3C)C2SC1 (stereo not given),0
Cc1ccccc1CC(C1CCN(C(=O)c2ccc(F)c(Cl)c2)CC1)N(C)C(=O)C1CCC1 (stereo not given),10
C=CCn1c(SCC(=O)NC23CC4CC(CC(C4)C2)C3)nc2sc(C)c(C)c2c1=O,3
O=C(Cc1ccccc1)NCCc1csc2nc(-c3ccc(Cl)cc3)nn12,3
O=C(COc1ccccc1)Nc1ccc(S(=O)(=O)Nc2nccs2)cc1,0
CC(=O)N1CCC2(CC1)OC(=O)C(C)=C2C(=O)Nc1cc(C)ccc1C,-4
O=C(C1CCCN(Cc2ccco2)C1)N1CCc2[nH]nc(-c3ccccc3F)c2C1 (stereo not given),-2
O=C(Cc1ccccc1)Nc1c(C(=O)N2CCN(c3ccc(F)cc3)CC2)oc2ccccc12,0
COc1ccc(CNC(=O)c2ccc3c(c2)N=C(C)c2c(C)ccc(C)c2S3)cc1,-2
Clc1ssc(=Nc2ccccn2)c1Cl,-6
COc1cccc(CCC2CCCN(C(=O)C3CCN(C(C)=O)CC3)C2)c1 (stereo not given),2
O=C(CN(Cc1ccc(Cl)c(Cl)c1)S(=O)(=O)c1ccc(Cl)cc1)NC1CCCC1,-4
CCc1nn2c(C)c(C(=O)OC)nnc2c1-c1ccc(Cl)cc1,15
COCCc1nc2ccc(C(=O)NCc3cc(OC)c(OC)c(OC)c3)cc2o1,-2
Cc1cc(Br)ccc1NC(=O)CCS(=O)(=O)c1cccc2nsnc12,3
CC1CC=C2C(C#N)C(=N)C(C#N)(C#N)C(c3cccs3)C2C1 (stereo not given),-2
CCOc1ccccc1C1CC(=O)NC2=C1C(=O)CCC2 (stereo not given),11
Cc1ccc(Oc2ccc(NC(=O)C3C4C=CC(C5CC45)C3C(=O)O)cc2)cc1 (stereo not given),3
COc1ccccc1C(=O)Oc1c(Sc2ccccc2)c(C)nn1C(C)(C)C,-6

# Screening results as filed in PubChem BioAssay.
